Screening data as filed in PubChem.
IP6K1 inhibitor: inhibitors of human IP6K1; Q92551; IP6K1 kinase, ADP-Glo luminescence, 2 h; hits give low values; activity change, % (series mostly up to about 58 µM); 140,000 tested, 0.81% active; in the data active means activity change below about -25%
Target sequence (Q92551 whole entry, looked up): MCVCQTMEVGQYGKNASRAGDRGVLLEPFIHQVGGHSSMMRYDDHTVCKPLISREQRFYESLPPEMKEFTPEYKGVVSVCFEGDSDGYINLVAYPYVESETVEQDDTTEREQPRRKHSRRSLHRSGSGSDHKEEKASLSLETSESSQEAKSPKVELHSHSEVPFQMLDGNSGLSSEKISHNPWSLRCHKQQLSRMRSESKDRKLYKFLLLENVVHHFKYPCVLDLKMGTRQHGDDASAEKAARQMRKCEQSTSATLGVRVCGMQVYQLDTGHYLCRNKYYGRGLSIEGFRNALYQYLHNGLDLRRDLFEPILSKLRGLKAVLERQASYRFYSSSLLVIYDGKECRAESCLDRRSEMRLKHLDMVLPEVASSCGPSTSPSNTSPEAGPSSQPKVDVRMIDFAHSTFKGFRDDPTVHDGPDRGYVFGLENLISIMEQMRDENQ
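ADP-Glo luminescence measures ADP made by human IP6K1 during a 2 h RT reaction with ATP/IP6 (mix at 1.3 mM/130 uM); top library doses 57.5 and 19.1 uM final.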
SNCA viab count: cell viability loss counter-screen; HEK-293-SNCA-luc viability, GF-AFC fluorescence, 24 h; 150,000 tested, 0.12% active; Potency, µM (highest dose often 57.1 µM), for the others: at the top dose activity change, negative = cytotoxicity, hits mostly cytotoxic;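 further: potency means the concentration at half of the fitted maximal effect; 0% = DMSO-treated cells and -100% = medium-only wells without cells; nearly all actives have a fitted effect of over 30% in size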
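Cytotoxicity counterscreen: after 24 h compound treatment of genome-edited SNCA-luciferase HEK-293 cells, live-cell protease substrate GF-AFC read by fluorescence after 30 min; activity scaled between DMSO (0%) and medium-only (-100%), curves Hill-fitted.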
GPT2 inhibitor: inhibitors of human GPT2 alanine aminotransferase | 100,000 tested, 0.25% active | Q8TD30 | Recombinant GPT2, coupled pyruvate oxidase/HRP Amplex Red fluorescence | Potency, µM (series often up to 57.7 µM), for the others: at the highest dose activity change, negative = inhibition, most hits filed as inhibitors | AID 1671188; further: potency means the concentration at half of the fitted maximal effect; nearly all actives have a fitted effect of over 60% in size; many of its hits are not listed in these tables
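Fluorescence read-out: pyruvate from GPT2 turnover coupled to pyruvate oxidase, HRP and Amplex Red (0.2mM ThPP, 0.2U/mL PO and HRP, 50uM Amplex final). Substrates 250uM a-KG, 2mM L-alanine; enzyme 10ng/uL; 30 min RT.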
HEK293 tox: cytotoxic compounds in HEK 293 cells; HEK 293 viability, ATP luminescence (CellTiter-Glo), 48-72 h; Potency, µM (highest dose often 115 µM), for the others: at the top dose activity change, negative = cytotoxicity, most hits filed as inhibitors; 94,000 tested, 6.6% active; AID 1345083; further: potency means the concentration at half of the fitted maximal effect; nearly all actives have a fitted effect of over 60% in size
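Viability of HEK 293 cells, plated at 250 cells/well, was judged by cellular ATP after compound treatment for 48 or 72 hr. Luminescence was imaged 10 min after CellTiter-Glo addition at room temperature.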
Luciferase inh: Photinus pyralis luciferase inhibition | AID 1347043 | purified P. pyralis luciferase, luminescence, biochemical | Potency, µM (highest dose often 115 µM), for the others: top-dose activity change, negative = inhibition, hits mostly inhibitors | 76,000 tested, 2.5% active; further: potency means the concentration at half of the fitted maximal effect; nearly all actives have a fitted effect of over 65% in size
Target sequence (P08659 whole entry, looked up): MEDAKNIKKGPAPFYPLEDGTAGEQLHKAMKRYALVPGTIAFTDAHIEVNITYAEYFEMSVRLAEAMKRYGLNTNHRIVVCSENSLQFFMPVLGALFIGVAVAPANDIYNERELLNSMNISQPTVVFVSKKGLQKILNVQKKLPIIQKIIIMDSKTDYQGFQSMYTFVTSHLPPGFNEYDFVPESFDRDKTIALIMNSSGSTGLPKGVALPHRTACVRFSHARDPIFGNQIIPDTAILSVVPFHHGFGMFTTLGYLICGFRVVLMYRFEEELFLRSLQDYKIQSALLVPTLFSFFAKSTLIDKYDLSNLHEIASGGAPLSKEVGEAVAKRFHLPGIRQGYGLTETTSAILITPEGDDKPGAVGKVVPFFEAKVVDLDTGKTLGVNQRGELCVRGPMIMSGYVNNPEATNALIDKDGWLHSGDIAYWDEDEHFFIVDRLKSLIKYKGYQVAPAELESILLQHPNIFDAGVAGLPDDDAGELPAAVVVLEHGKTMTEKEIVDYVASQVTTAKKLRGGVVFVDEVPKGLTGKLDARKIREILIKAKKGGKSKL
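Luminescence read by CCD imager after adding enzyme (10nM final) to wells holding compound, titrated in qHTS. Substrates 10uM each D-luciferin and ATP; buffer 50mM Tris acetate pH 7.5, 10mM Mg acetate, Tween-20, BSA.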
3T3 cytotox: cytotoxic compounds in NIH 3T3 cells; NIH 3T3 viability, CellTiter-Glo ATP luminescence, 48-72 h; Potency, µM (series often up to 96.7 µM), for the others: at the highest dose activity change, negative = cytotoxicity, most hits filed as inhibitors; 94,000 tested, 4.3% active; AID 1345082; further: potency means the concentration at half of the fitted maximal effect; nearly all actives have a fitted effect of over 55% in size
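Luminescent ATP readout (CellTiter-Glo, 10 min RT) after 48 or 72 hr compound exposure of NIH 3T3 cells seeded at 400 cells/well in 1536-well format; quantitative HTS.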
SNCA expr inh: inhibitors of alpha-synuclein (SNCA) gene expression; HEK-293 SNCA-luciferase knock-in, luminescence, 24 h; Potency, µM (series often up to 57.2 µM), for inactives: at the highest dose activity change, negative = inhibition, hits mostly inhibitors; 140,000 tested, 0.17% active; AID 1671194;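 further: potency means the concentration at half of the fitted maximal effect; plate controls were DMSO cells for no effect and cell-free wells for full effect; nearly all actives have a fitted effect of over 45% in size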
* hit, by the source's call; & = joins results of further samples; [ ] = another dose, or the depositor's remark. Unless noted, the call rests on the fitted dose curve; in most records, active means well fitted curve in the direction sought with a large enough effect; inconclusive means small, poorly fitted or top-dose-only effect, or another doubt; inactive means no such curve, though single readings can be large; an effect the other way counts as inactive or inconclusive. Unless noted, on the % scale 0 is the no-effect control and ±100 the full control effect. No enrichment for hits; overall some 7.7% were active at least once.

CNC(=O)[C@H]1CN(C(=O)OCC(C)C)[C@]2(C)C(=O)N(CCOC)c3ccccc3[C@H]12 was read as IP6K1 inhibitor -9, SNCA viab count 3%[23.9 µM], GPT2 inhibitor inactive, HEK293 tox inconclusive, 3T3 cytotox -21%[46.1 µM] and SNCA expr inh -15%[25.6 µM].
For Cc1noc2c(-c3cccc(CO)c3)cc(-c3ccc(F)cc3)nc12 the results were IP6K1 inhibitor -8, SNCA viab count -4%[87.6 µM], GPT2 inhibitor inconclusive, HEK293 tox 71µM*, Luciferase inh -4%[172 µM], 3T3 cytotox inconclusive and SNCA expr inh -8%[87.6 µM].
`COc1cc(-c2noc(-c3nc(-c4ccccc4F)no3)n2)cc(OC)c1OC` gave IP6K1 inhibitor 1, SNCA viab count 8%, GPT2 inhibitor inactive, HEK293 tox 9%, Luciferase inh -5%, 3T3 cytotox inactive and SNCA expr inh 2%.
For CCCC(=O)N1CC(c2nc(C)no2)C2(CCOCC2)C1 (centres undefined) the results were IP6K1 inhibitor 21, SNCA viab count 1%, GPT2 inhibitor -18%, HEK293 tox -11%, Luciferase inh 3%, 3T3 cytotox -15% and SNCA expr inh 16%.
For CC1=C[C@@H](CNC(=O)c2ccccc2)[C@H](C(C)C)C[C@H]1Cc1nc2ccncc2[nH]1 the results were IP6K1 inhibitor -3, SNCA viab count -19%[87.6 µM], GPT2 inhibitor inactive, HEK293 tox 79µM*, Luciferase inh 1%[172 µM], 3T3 cytotox inconclusive and SNCA expr inh inconclusive.
`COc1cc(OC)c(NC(=O)c2c(N3CCCC3=O)c3cc(C)ccc3n2C)cc1Cl` gave IP6K1 inhibitor 10, SNCA viab count 5% and SNCA expr inh -3%.
COCCNC(=O)c1cc(C)nc2onc(C3CCCNC3)c12 (centres undefined) was read as IP6K1 inhibitor -4, SNCA viab count 6%, GPT2 inhibitor inactive, HEK293 tox inactive, 3T3 cytotox inactive and SNCA expr inh 1%.
Nc1nc(CC(=O)N[C@H](c2ccccn2)C2CC(O)C2)cc(=O)[nH]1 (some centres undefined) was read as IP6K1 inhibitor 9, SNCA viab count 2%, GPT2 inhibitor -16%, HEK293 tox 1%, Luciferase inh -1%, 3T3 cytotox -15% and SNCA expr inh 3%.
Screening CCCNC(=O)c1c(-c2ccccc2)cc(=O)n2c1CCC2 returned IP6K1 inhibitor 19, SNCA viab count 2%, GPT2 inhibitor 1%, HEK293 tox -13%, 3T3 cytotox -18% and SNCA expr inh -19%.
Screening O=Cc1cccc(-c2cncc(C(=O)O)c2)c1 returned IP6K1 inhibitor -5, SNCA viab count 9%[87.6 µM], GPT2 inhibitor 1%[88.5 µM], HEK293 tox 0%[172 µM], 3T3 cytotox 0%[138 µM] and SNCA expr inh 47%[87.6 µM].
For O=C(NC1CC1)c1cn(CCC2CCCCN2C(=O)C2CC2)nn1 (centres undefined) the results were IP6K1 inhibitor 6, SNCA viab count 1%, GPT2 inhibitor inactive, HEK293 tox inactive, 3T3 cytotox 3% and SNCA expr inh 17%.
For CCc1ccc(C2CC(C(=O)NCc3ccc4c(c3)OCO4)CN(C(=O)c3ccc(F)cc3)C2)cc1 (centres undefined) the results were IP6K1 inhibitor -1, SNCA viab count -2%, GPT2 inhibitor -13%, HEK293 tox inconclusive, Luciferase inh 4%, 3T3 cytotox inconclusive and SNCA expr inh -8%.
`CN1C(=O)CS(=O)(=O)C12CCN(C(=O)c1ccc(F)cc1F)CC2` gave IP6K1 inhibitor -10, SNCA viab count 2%, GPT2 inhibitor inactive, HEK293 tox -3%, Luciferase inh 5%, 3T3 cytotox 2% and SNCA expr inh -21%.
`CSc1ncc(Cl)c(C(=O)Nc2nc3ccc(F)cc3s2)n1` gave IP6K1 inhibitor -3, SNCA viab count 4% and SNCA expr inh -10%.
Screening NC(=O)[C@H](CC1CCCCC1)NC(=O)[C@H]1CN(C(=O)C2CCNCC2)CCN1C(=O)c1cccs1 returned IP6K1 inhibitor -3, SNCA viab count 1%, GPT2 inhibitor 2%, HEK293 tox 3%, Luciferase inh -13%, 3T3 cytotox -11% and SNCA expr inh -17%.
`COc1ccc(CN2CCCC23Cc2ccccc2N(C(=O)c2ccc(Cl)cc2)C3)cc1` (centres undefined) gave IP6K1 inhibitor -8, SNCA viab count -4%, GPT2 inhibitor -12%, HEK293 tox inconclusive, 3T3 cytotox inconclusive and SNCA expr inh -3%.
`CC(C)OCCCn1c(=O)c2ccccc2n2c(-c3ccc(F)cc3)nnc12` gave IP6K1 inhibitor -1, SNCA viab count -2% and SNCA expr inh 12%.
For COc1ccc(CN2CCC(CO)(CN3CCCC3)CC2)cc1OC the results were IP6K1 inhibitor 12, SNCA viab count -14%, GPT2 inhibitor inactive, HEK293 tox -23%, Luciferase inh 1%, 3T3 cytotox inconclusive and SNCA expr inh 2%.
Screening O=C(CCc1c[nH]c2ccccc12)N1CCC(c2noc(C3CC3)n2)C1 (centres undefined) returned IP6K1 inhibitor 3, SNCA viab count 10%, GPT2 inhibitor -3%, HEK293 tox 3%, Luciferase inh -2%, 3T3 cytotox inconclusive and SNCA expr inh 0%.
`COc1ccc(CN2CC(CN[S+](=O)([O-])c3ccccc3)C3(C2)CN(c2ccccc2)C3)cc1O` (centres undefined) gave IP6K1 inhibitor 1, SNCA viab count -8%, GPT2 inhibitor inactive, HEK293 tox inconclusive, Luciferase inh 13%, 3T3 cytotox 22µM* and SNCA expr inh inconclusive.
C=CCNC(=O)c1c[nH]c2cccnc12 was read as IP6K1 inhibitor 6, SNCA viab count -2%[87.6 µM], GPT2 inhibitor inactive, HEK293 tox -18%[230 µM], 3T3 cytotox -15%[174 µM] and SNCA expr inh 54%[activator][87.6 µM].
Screening CCN(C(=O)Cn1cnc2onc(-c3ccc(F)cc3)c2c1=O)c1cc(C)ccc1C returned IP6K1 inhibitor 24, SNCA viab count 0% and SNCA expr inh 7%.
For O=C(c1ccc(C(F)(F)F)cc1)N1CCC(N2CCCOC2=O)CC1 the results were IP6K1 inhibitor 4, SNCA viab count 5%, GPT2 inhibitor 3%, HEK293 tox -1%, 3T3 cytotox -2% and SNCA expr inh 20%.
Screening COC(=O)C1=C(C)N=C2SC=C(CC(=O)NCC3CCCO3)N2C1c1ccc(OC)cc1OC (centres undefined) returned IP6K1 inhibitor 3, SNCA viab count 20%, GPT2 inhibitor 1%, HEK293 tox 0%, Luciferase inh -4%, 3T3 cytotox 0% and SNCA expr inh -18%.
`COCc1cn([C@H]2CO[C@H]3[C@@H]2OC[C@H]3OC(=O)Nc2cccc(C#N)c2)nn1` gave IP6K1 inhibitor -11, SNCA viab count -7%[87.6 µM], GPT2 inhibitor -6%[88.5 µM], HEK293 tox inconclusive, Luciferase inh inconclusive, 3T3 cytotox inconclusive and SNCA expr inh -26%[87.6 µM].
Cn1ccc2c(OCC(=O)NCc3ccc(F)cc3)cccc2c1=O was read as IP6K1 inhibitor 11, SNCA viab count -5% and SNCA expr inh 39%[activator].
Cc1cccc(C(=O)Nc2ccc(-c3nc4ncccc4o3)cc2C)c1 was read as IP6K1 inhibitor -16, SNCA viab count -26% and SNCA expr inh 153%[activator].
CC(=O)OCC(=O)O[C@@H]1[C@H]2[C@@H](OC(=O)c3ccccc3)[C@@H](C)C[C@]2(O)[C@H](OC(C)=O)C2(C)[C@H]3CC(C)(C)C(=O)[C@@H]3CC1(OC(C)=O)[C@@H]2OC(C)=O (some centres undefined) was read as IP6K1 inhibitor 25, SNCA viab count -20%[23.9 µM] and GPT2 inhibitor inactive.
Screening CCC(CC)C(=O)NC[C@H]1O[C@@H](CC(=O)N2CCN(c3ccccn3)CC2)[C@H](O)[C@@H]1O returned IP6K1 inhibitor 2, SNCA viab count 4%[87.6 µM], GPT2 inhibitor inactive, HEK293 tox -12%[172 µM], Luciferase inh -8%[172 µM], 3T3 cytotox -25%[174 µM] and SNCA expr inh 6%[87.6 µM].
c1ccc(OCc2noc(-c3ccc(NC4CCSC4)nc3)n2)cc1 (centres undefined) was read as IP6K1 inhibitor 14, SNCA viab count -2%, GPT2 inhibitor inactive, HEK293 tox inconclusive, Luciferase inh inconclusive, 3T3 cytotox inconclusive and SNCA expr inh 59%[activator].
`COCCOc1ccc(-c2noc([C@@H]3CCCN3Cc3cccnc3)n2)cn1` gave IP6K1 inhibitor 9, SNCA viab count 1%[87.6 µM], GPT2 inhibitor 2%[88.5 µM], HEK293 tox inconclusive, Luciferase inh inconclusive, 3T3 cytotox -22%[138 µM] and SNCA expr inh 6%[87.6 µM].
Cc1ccc(C(=O)N[C@H](c2ccc(F)cc2)C2CC(O)C2)cc1N1CCNC1=O (some centres undefined) was read as IP6K1 inhibitor -10, SNCA viab count -2%, GPT2 inhibitor 1%[11.5 µM], HEK293 tox 0%, Luciferase inh 12%, 3T3 cytotox 0% and SNCA expr inh -4%.
`COC1CCOC2(CCN(S(=O)(=O)c3ccccc3C)CC2)C1` (centres undefined) gave IP6K1 inhibitor 9, SNCA viab count 4%[12.5 µM], GPT2 inhibitor 2%, HEK293 tox -12%, Luciferase inh -1%, 3T3 cytotox -18% and SNCA expr inh -7%.
For COc1cccc(CNC(=O)c2ccc(-c3nc(CS(=O)(=O)c4ccccc4)c(C)o3)cc2)c1 the results were IP6K1 inhibitor 23, SNCA viab count -6% and SNCA expr inh 12%.
Cc1ccc(CN2C[C@@H]3C(=O)N(CCc4ccccc4)C(=O)[C@@H]3C2)cc1 was read as IP6K1 inhibitor -10, SNCA viab count 28%, GPT2 inhibitor inactive, HEK293 tox inconclusive, Luciferase inh -5%, 3T3 cytotox -22% and SNCA expr inh -7%.
For CN(C)c1nc(N(C)C)nc(N(C)C)n1 the results were IP6K1 inhibitor 0, SNCA viab count 4%, GPT2 inhibitor -1%&-3%&-17% and SNCA expr inh -6%.
`Cc1ccc(CNC(=O)CN2CC3CC(C2)[C@H]2CCCC(=O)N2C3)cc1` (some centres undefined) gave IP6K1 inhibitor -4, SNCA viab count -2%, GPT2 inhibitor -4%, HEK293 tox -7%, Luciferase inh -9%, 3T3 cytotox -3% and SNCA expr inh -2%.
COc1ccc(-c2nnc(SCC(=O)Oc3cccc(C)c3C)o2)cc1 was read as IP6K1 inhibitor 1, SNCA viab count 7% and SNCA expr inh -29%.
For COc1ccc(-c2cc(N3CCOCC3=O)c3cncn3c2)cc1OC the results were IP6K1 inhibitor -12, SNCA viab count -8%[87.6 µM], GPT2 inhibitor -18%[88.5 µM], HEK293 tox -7%[172 µM], Luciferase inh 3%[172 µM], 3T3 cytotox inconclusive and SNCA expr inh 7%[87.6 µM].
